High-throughput results as filed in PubChem BioAssay.
NTR1 agonist: agonists of NTR1, primary screen, imaging, U2OS cells, beta-arrestin-GFP, high content (AID 493036); NTR1-U2OS beta-arrestin-GFP spot imaging, agonist mode; 0.17% of 330,000 active; activation, % at 20 µM; P30989;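 active = activation at or above 40% of the spot to cytoplasm intensity ratio, with at least 20 cells analyzed; inconclusive = wells under 20 cells, flagged as cytotoxic or low count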;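 also: 0% = DMSO without peptide and 100% = 100 nM NTR1 peptide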
Target sequence (P30989 whole entry, looked up): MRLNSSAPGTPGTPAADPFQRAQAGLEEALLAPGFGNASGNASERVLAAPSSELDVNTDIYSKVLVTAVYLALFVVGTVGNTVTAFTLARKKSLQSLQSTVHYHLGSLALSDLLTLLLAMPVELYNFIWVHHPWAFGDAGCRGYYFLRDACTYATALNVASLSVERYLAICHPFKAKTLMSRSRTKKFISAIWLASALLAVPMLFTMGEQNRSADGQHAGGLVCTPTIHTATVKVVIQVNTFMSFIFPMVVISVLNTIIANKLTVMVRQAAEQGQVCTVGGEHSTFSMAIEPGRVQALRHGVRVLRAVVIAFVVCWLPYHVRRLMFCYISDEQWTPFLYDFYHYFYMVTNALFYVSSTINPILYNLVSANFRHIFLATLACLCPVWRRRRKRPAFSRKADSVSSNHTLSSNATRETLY
UTI89 phage lysis: inhibition of K1F phage lysis, E. coli UTI89, bacterial capsule biogenesis inhibitors, alamar blue (AID 488966) | E. coli UTI89 K1F phage lysis, alamar blue, 2 h; higher % means a stronger effect | one-dose inhibition, % at 100 µM; IC50 in µM for titrated hits | 0.02% of 340,000 active;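 active = phage lysis inhibition, versus mean bacterial control, above a set limit; inconclusive = no clear call, values can overlap the other calls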;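 also: capsule biogenesis inhibitors block K1F phage lysis so surviving cells raise fluorescence; higher fluorescence means more inhibition of phage lysis; actives were called in the ten point dose series up to 300 µM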
NS5 inhibitors: Dengue-2 NS5 methyltransferase inhibitors, primary screen, biochemical, confirmation dose response (AID 588689). Dengue-2 NS5 methyltransferase capping enzyme assay, biochemical; higher % means a stronger effect. one-dose inhibition, % at 25 µM; IC50 in µM for titrated hits. 0.3% of 340,000 active; in the data active = a potency from the dose series; inconclusive = inhibition above about 29% without an active follow-up result
GPR35 antagonists: GPR35 antagonists blocking zaprinast-driven arrestin recruitment, primary screen, imaging, U2OS, beta-arrestin-GFP, zaprinast agonist (AID 2058); U2OS GPR35 beta-arrestin-GFP translocation imaging, zaprinast antagonism; higher % means a stronger effect; inhibition, % at 10 µM; hits with a dose series show IC50 in µM; 0.052% of 290,000 active;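 active = inhibition of at least 50% with at least 30 cells and total cytoplasm GFP at most 10,000,000; inconclusive = under 30 cells or total GFP of 10,000,000 plus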
AID2073: inhibitors of Mint1-CaV2.2 protein interaction, biochemical, HTRF (AID 2073); inhibition, % at 20 µM; hits with a dose series show IC50 in µM; HTRF protein-protein interaction, Mint1-CaV2.2; higher % means a stronger effect; 0.19% of 290,000 active; in the data active = inhibition mostly above about 51%, no sharp cut-off; inconclusive = no clear call, values can overlap the other calls; inactive = mostly below about 53%; also: some results filed as inactive read as strong as hits
HIV peptide binding: cell-free HIV fusion peptide-binding blockers – biochemical, uHTS, fluorescence dequenching, primary screen (AID 1986); cell-free peptide binding, fluorescence dequenching, 30 min; higher % means a stronger effect; one-dose inhibition, % at 20 µM; IC50 in µM for titrated hits; 0.3% of 290,000 active; in the data active = inhibition mostly above about 52%, no sharp cut-off; inactive = mostly below about 76%; also: some results filed as inactive read as strong as hits
GPR55 antagonists: inhibition of LPI-stimulated GPR55 beta-arrestin translocation – imaging, U2OS, beta-arrestin-GFP, LPI agonist, primary screen (AID 2013) | U2OS GPR55 beta-arrestin-GFP translocation imaging, LPI antagonism; higher % means a stronger effect | inhibition, % at 10 µM, or IC50 in µM where a hit was titrated | 0.13% of 290,000 active;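 active = spots per cell inhibited over 60%, with over 100 cells counted and total cytoplasm intensity under 500,000; inconclusive = wells with under 100 cells, flagged as likely toxic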;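 also: U2OS cells stably carrying GPR55 and arrestin-GFP stimulated by 5 µM LPI near EC80; imaged beta-arrestin-GFP aggregate spots per cell after agonist stimulation; plate controls were LPI-stimulated DMSO wells for no effect and DMSO wells without LPI for full effect; some results filed as inactive read as strong as hits; confirmed hits need IC50 under 10 µM and bright autofluorescent wells are also inconclusive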
Siah-1 displacement: blockers of Siah-1 interaction with plectin peptide – biochemical, fluorescence polarization, rhodamine-plectin, uHTS, primary screen (AID 1817); Siah-1 / rhodamine-plectin peptide fluorescence polarization; higher % means a stronger effect; 0.02% of 290,000 active; displacement, % at 20 µM, or IC50 in µM where a hit was titrated;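 active = displacement of at least 50% at 20 µM, with a fluorescence ratio check between 0.3 and a set limit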;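 also: plate controls were Siah plus tracer with DMSO for no effect and tracer alone without Siah for full effect; strong numbers were not always called active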
GPR55 activation: selective activators of receptor GPR55 – imaging, U2OS cells, beta-arrestin-GFP redistribution, primary screen (AID 1961); 0.048% of 290,000 active; U2OS GPR55 beta-arrestin-GFP redistribution imaging; higher % means a stronger effect; activation, % at 10 µM; hits with a dose series show EC50 in µM;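 active = activation above 40% with more than 50 cells counted in the well; inconclusive = wells holding fewer than 50 cells, flagged as toxic or sparse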;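 also: U2OS osteosarcoma cells stably expressing GPR55 and beta-arrestin-GFP; plate controls were DMSO negative control for no effect and LPI positive control for full effect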
NTR1 agonist cell count 20 µM: second read-out of NTR1 agonist, no call of its own (marks repeat the call); cell count; measured here: cell count, cytotoxicity flag
NS5 inhibitors pilot replicate: also measured in NS5 inhibitors; calls as there; inhibition, %; measured here: pilot screen replicate inhibition
The depositor's hits bear a star; ? = inconclusive; / = not tested or not shown; [ ] = remark or other dose.

SMILES | NTR1 agonist | NTR1 agonist cell count 20 µM | UTI89 phage lysis | NS5 inhibitors | GPR35 antagonists | AID2073 | HIV peptide binding | GPR55 antagonists | Siah-1 displacement | GPR55 activation | others
CCc1cccc(NC(=O)NC2CCCCC2)c1 | -1.4 | 97 | 0.0% | -4.0% | 6.7% | -2.9% | -2.1% | 6.4% | -7.3% | 0.0%
O=C(CN1CCc2ccccc21)Nc1ccc2c(c1)OCO2 | -1.3 | 50 | 5.3% | -11.4% | 2.5% | 4.5% | 0.3% | 14.2% | -0.1% | -0.2%
Cc1oc(-c2ccccc2)nc1CS(=O)CC(=O)O (stereo unspecified) | 2.0 | 60 | 0.2% | 2.8% | 6.8% | 0.9% | -4.7% | 4.3% | 1.9% | 0.3%
CCc1nnc(N2C(=O)c3cccc4cccc(c34)C2=O)s1 | 1.2 | 71 | 0.5% | -2.1% | 2.5% | -1.1% | -1.3% | 9.9% | 1.1% | 0.3%
COCCCNC(=O)C1CC(=O)N(c2ccc(C)cc2)C1 (stereo unspecified) | 0.0 | 85 | 0.4% | 0.0% | 5.1% | -7.0% | 4.3% | -0.5% | 3.9% | 0.2%
COc1ccc(N(C(C)=O)c2nc3ccccc3[nH]2)cc1 | 0.1 | 50 | 0.4% | -5.9% | 2.8% | 4.4% | 0.2% | 5.8% | 13.4% | -0.1% | NS5 inhibitors pilot replicate=-1.5
Cc1ccc[n+](CC(=O)Nc2cccc([N+](=O)[O-])c2)c1 | -2.0 | 84 | 0.7% | -3.6% | 4.6% | -8.5% | 0.1% | -5.6% | 2.5% | -0.1%
COC(=O)c1ccc(OC(=O)c2ccc(OCc3c(C)noc3C)c(OC)c2)cc1 | / | / | / | / | 1.9% | 31.8% | -0.7% | -0.9% | 0.6% | -0.2%
C/C(=N\NC(=O)c1ccco1)c1cccc2ccccc12 | -1.7 | 68 | -0.2% | -5.3% | 5.2% | 4.6% | 0.9% | -4.2% | -3.2% | 0.3%
COc1cccc(Oc2ccc(N)cc2)c1 | -1.6 | 87 | 0.3% | -9.8% | 0.3% | -9.1% | 8.4% | 2.7% | 6.3% | -0.1%
Cc1ccc(C(=O)/C=C\NCc2ccccc2)cc1 | -0.1 | 66 | 4.4% | 0.7% | -8.3% | 5.5% | -1.8% | 5.5% | -0.6% | -0.2%
Cc1ccc(C)c(Cn2nnc3c(=O)[nH]c(C4CCCN(C(=O)CC(C)C)C4)nc32)c1 (stereo unspecified) | 0.5 | 65 | 4.2% | 2.4% | -11.4% | 0.1% | -2.7% | 0.9% | 2.9% | -0.1%
O=C(Nc1nccs1)c1ccc(-c2cccc([N+](=O)[O-])c2)o1 | 2.3 | 53 | 0.3% | -4.1% | -6.4% | 7.1% | -5.7% | 4.9% | 5.6% | -0.4%
c1csc(-c2nn3c(Cn4cnc5ccccc54)nnc3s2)c1 | 0.2 | 57 | 3.3% | -4.8% | -24.0% | -14.8% | -1.5% | 5.2% | 2.2% | -0.1%
O=C(CCN1CCCCC1)NCC1OCCc2ccccc21 (stereo unspecified) | 3.2 | 61 | 0.1% | 0.8% | -22.5% | -5.5% | 2.5% | 6.1% | 2.3% | -0.1%
O=C(Cc1cccs1)N1CCN(S(=O)(=O)c2ccc(F)cc2)CC1 | 1.2 | 39 | -0.3% | / | 14.8% | 8.8% | -0.9% | 3.8% | 8.6% | -0.5%
C=C(C)C(=O)Oc1ccc(N2C(=O)CCC2=O)cc1 | -1.2 | 43 | -0.2% | -7.7% | -13.8% | -3.3% | 0.1% | 2.0% | -0.8% | -0.3%
Cc1ccc2ccccc2c1Cn1c(-n2ccnc2)nc2c1c(=O)n(C)c(=O)n2C | 0.2 | 55 | -0.4% | -10.4% | 6.8% | 3.6% | -0.2% | 17.7% | -1.3% | -0.1%
CCCc1cc(C(=O)Nc2sc(C)c(CC)c2C#N)no1 | 0.7 | 63 | 0.9% | -2.8% | 3.0% | -16.7% | 1.7% | -0.2% | -4.8% | -0.3%
CCCCN(CC)S(=O)(=O)c1ccc(C(=O)Nc2nnc(COC)o2)cc1 | -0.1 | 60 | -1.5% | -8.8% | -2.1% | 16.4% | 9.3% | 8.8% | 2.5% | -0.1%
O=C(COc1ccc(S(=O)(=O)N2CCOCC2)cc1)NCCCn1ccnc1 | 0.1 | 49 | 0.4% | 6.5% | 7.0% | 6.8% | 2.2% | -11.2% | 4.6% | -0.1%
O=C(NC1CC1)C1CC(=O)N(c2ccc(F)cc2)C1 (stereo unspecified) | -1.5 | 42 | 0.2% | -3.6% | 3.2% | 8.2% | -1.3% | 4.9% | -5.4% | -0.4%
O=C(NC(=S)Nc1ccccc1O)c1cccnc1 | 0.1 | 62 | -0.1% | 0.6% | -4.1% | 6.3% | -1.9% | 10.5% | -2.5% | 0.4%
CC(=O)c1cccc(CN2CCC(C(=O)Nc3cccc(-c4ccn[nH]4)c3)CC2)c1 | 2.5 | 51 | 3.1%[50 µM] | -3.2% | 7.6% | 5.8% | 3.5% | -25.9% | -4.5% | -0.2%
CCSc1nnc(NC(=O)COc2ccc(Cl)cc2)s1 | 0.2 | 50 | 0.6% | -13.9% | 5.6% | 15.9% | -0.5% | -11.4% | 6.2% | -0.5%
O=C(Nc1nnc(CCN2CCCCC2)s1)c1cccc(Cl)c1 | -0.1 | 59 | -1.1% | -1.5% | -1.7% | -5.8% | 0.6% | -4.8% | -1.4% | 0.0%
CCn1c(SCC(=O)Nc2cc(S(=O)(=O)N3CCOCC3)ccc2OC)nnc1-c1ccncc1 | 0.1 | 32 | 0.3% | -3.2% | -4.5% | 20.7% | -0.7% | 1.0% | 4.5% | 0.2%
O=C(NCC(=O)N(c1ccccc1)C(C(=O)NC1CCCC1)c1cccnc1)c1cccs1 (stereo unspecified) | 7.2 | 56 | 0.4% | -1.4% | 6.0% | -1.0% | 2.4% | 8.8% | 2.1% | 0.8%
CCCC1Oc2ccccc2C(=O)N(CC(=O)c2ccc3c(c2)OCCO3)C1=O (stereo unspecified) | 5.4 | 35 | 0.3% | -11.8% | 4.4% | 15.6% | 1.3% | 19.4% | 16.6% | -0.1%
CCOc1cc(/C=C2\SC(N)=NC2=O)ccc1O | 0.8 | 63 | -0.4% | -40.5% | 18.0% | -17.0% | -1.2% | 8.5% | -7.9% | -0.2%
CCC(CC)C(=O)Nc1cccc(/C(C)=N\NC(=O)c2ccc(C)s2)c1 | 2.0 | 60 | 1.3% | 2.0% | 8.6% | -5.4% | -4.1% | -8.7% | -3.3% | 0.2%
Cc1cc(C)n(Cc2ccc(C(=O)N/N=C/c3ccc(-c4ccc([N+](=O)[O-])cc4)o3)o2)n1 | 0.6 | 80 | -0.2%[50 µM] | ? | -7.9% | 20.2µM* | -3.1% | -6.5% | 9.6% | 0.5%
N#CC1=C(N)OC2=C(C(=O)CCC2)C1c1ccccc1 (stereo unspecified) | -4.1 | 82 | -0.4% | -7.4% | 11.7% | 1.6% | 3.8% | 1.0% | 2.0% | 0.2%
Cc1ccc(S(=O)(=O)Nc2ccc(OCC(=O)N3CCOCC3)cc2)c(C)c1NS(C)(=O)=O | 0.7 | 38 | 1.2% | 0.8% | -4.2% | 11.3% | -1.0% | -19.1% | -9.5% | -0.1%
N#CCSc1nc2ccccc2c(=O)n1CCCC(=O)NCc1ccco1 | -0.6 | 59 | 0.0% | -4.4% | -8.7% | -0.1% | 3.0% | -8.5% | 0.4% | -0.3%
Cc1ccn2c(C(=O)N/N=C/c3ccc(Cl)cc3)c(C)nc2c1 | -0.3 | 107 | 0.2% | -2.0% | 1.8% | 20.0% | 4.8% | 5.4% | 3.5% | -0.1%
C/C(=N\NC(=O)c1ccc(CN2CCc3ccccc3C2)cc1)c1ccccc1O | 17.0 | 66 | -0.6% | 0.0% | -4.3% | 5.9% | 1.9% | -6.9% | -8.4% | 0.2%
COc1cc(C2C3=C(CC(C)(C)CC3=O)Nc3c2c(=O)[nH]c(=O)n3Cc2ccccc2)ccc1O (stereo unspecified) | 6.4 | 82 | 2.5%[50 µM] | 0.0% | 11.6% | 4.5% | -2.6% | -6.8% | -4.3% | 0.5%
COc1cc(OC)c(OC)cc1/C=C1\CC(C)C/C(=C\c2cc(OC)c(OC)cc2OC)C1=O (stereo unspecified) | / | / | -0.1% | -39.0% | -9.3% | 19.4% | 9.2% | 2.7% | 2.9% | 2.5%
Cc1ccc(-n2nc(C)c(/C=N/NC(=O)c3cccs3)c2Cl)cc1 | 6.0 | 69 | 0.8%[50 µM] | 0.7% | -0.8% | -6.2% | 2.5% | 18.2% | 15.1% | 0.3%
N#Cc1cnn(-c2ncnc3sc(-c4ccccc4)cc23)c1N | 5.7 | 44 | 0.0% | 1.4% | -8.7% | 8.2% | 0.0% | -1.3% | 0.0% | 0.2%
CC(C)c1nnc(NC(=O)CCC(=O)NC2CCCCCC2)s1 | 0.0 | 52 | 0.6% | -5.2% | 9.5% | 0.6% | 0.9% | 13.5% | -2.4% | 1.0%
Cc1ccc(-n2nnnc2SC(C)C(=O)Nc2ccc(Cl)cn2)cc1 (stereo unspecified) | -0.6 | 52 | 2.6% | -4.1% | 12.7% | 6.7% | 2.4% | 3.1% | 1.5% | -0.3%
Fc1ccc(OCc2nc(-c3cccs3)no2)cc1 | -0.3 | 22 | 0.4% | 6.2% | 6.4% | -23.4% | -0.8% | -3.7% | -3.0% | 0.0%
O=C1OC(/C=C/c2ccccc2)=NC/1=C/C=C/c1ccccc1 | -1.0 | 60 | -0.3% | 0.6% | -9.4% | 9.5% | 33.3% | 0.9% | 19.5% | -0.2%
O=[N+]([O-])c1ccc(Sc2ccccc2Cl)nc1 | 1.4 | 88 | 0.0% | -7.6% | 1.5% | 10.2% | -1.1% | -21.0% | -2.3% | 0.0%
CCOc1ccc(NS(=O)(=O)c2ccc(-c3cnc(C4CC4)o3)cc2)cc1 | 7.3 | 60 | 1.5% | 0.8% | -7.2% | -0.4% | 1.4% | -10.7% | 4.2% | -0.4%
